Integrin act MD – activates integrin-mediated alleviation for muscular dystrophy. Potency, µM (top dose mostly 38.3 µM), for inactives: at the highest dose activation, most hits filed as activators. alpha7betagal myoblasts, beta-gal FDG fluorescence, 48 h. 0.064% of 350,000 active. AID 624291;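 note: potency is the fitted concentration of half-maximal effect; 100% = response of the positive control SU9516; nearly all actives have a fitted effect of over 60% in size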
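Alpha7betagal+/- myoblasts (passage 13) were plated 16-24 hr, then exposed to compounds (1:260 dilution of DMSO stock) for 48 hours at 37C. After MPER lysis, β-galactosidase reporter activity was read as FDG fluorescence (ex 480/em 540) after 30 minutes.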
TRPV1 agonist – activates the human vanilloid receptor TRPV1; TRPV1-expressing cells, Fluo-8 calcium influx, agonist mode; activation, % at 8.33 µM; 0.19% of 320,000 active; in the data active = activation above about 80%; inconclusive = between about 30% and that limit; note: 0% is about no effect
Target sequence (Q8NER1 whole entry, looked up): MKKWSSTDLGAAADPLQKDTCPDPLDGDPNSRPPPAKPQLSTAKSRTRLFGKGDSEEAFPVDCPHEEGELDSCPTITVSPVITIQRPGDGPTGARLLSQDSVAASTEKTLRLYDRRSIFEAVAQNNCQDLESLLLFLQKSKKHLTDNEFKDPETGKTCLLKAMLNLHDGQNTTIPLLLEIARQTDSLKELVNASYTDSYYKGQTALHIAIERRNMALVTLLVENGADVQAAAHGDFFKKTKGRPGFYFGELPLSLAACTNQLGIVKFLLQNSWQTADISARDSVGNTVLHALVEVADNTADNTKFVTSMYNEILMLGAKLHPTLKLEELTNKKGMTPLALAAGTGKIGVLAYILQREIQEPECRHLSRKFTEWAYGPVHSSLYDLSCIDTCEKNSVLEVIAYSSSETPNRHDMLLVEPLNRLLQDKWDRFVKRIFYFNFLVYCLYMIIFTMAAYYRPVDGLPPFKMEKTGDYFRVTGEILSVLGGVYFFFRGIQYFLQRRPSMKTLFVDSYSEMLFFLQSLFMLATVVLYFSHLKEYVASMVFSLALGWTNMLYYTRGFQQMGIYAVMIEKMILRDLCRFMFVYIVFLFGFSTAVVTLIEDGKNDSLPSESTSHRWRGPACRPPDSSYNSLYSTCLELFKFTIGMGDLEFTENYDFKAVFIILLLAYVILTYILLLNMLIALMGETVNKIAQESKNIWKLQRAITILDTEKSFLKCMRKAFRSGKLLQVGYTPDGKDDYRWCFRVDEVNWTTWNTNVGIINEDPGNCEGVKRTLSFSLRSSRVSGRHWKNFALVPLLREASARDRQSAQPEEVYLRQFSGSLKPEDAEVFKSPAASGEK
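Cells expressing TRPV1 were dye-loaded with Fluo-8 and read kinetically: 10 s baseline, 3 min after compound (agonist portion), then 2 min after EC20 capsaicin (allosteric enhancer portion). Calcium-bound dye fluorescence at 480/520 nm.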
p53 reactivator – re-activators of mutant p53. H1299 p53-A138V BP100-luciferase reporter, luminescence, 24 h. Potency, µM (doses to about 92.2 µM), for inactives: top-dose activity change, positive = activation, actives largely listed as activators. 0.063% of 320,000 active; note: potency is the fitted concentration of half-maximal effect; % of control where 0% means no effect; nearly all actives have a fitted effect of over 45% in size
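H1299 (p53-null), stable ts p53-A138V + BP100-Luc; 1000 cells/well, Opti-MEM/10% FBS; cpd 4 pt, 1:5; 24 h, 37 deg C, 5% CO2; detection reagent 10 min RT; luminescence.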
PTAP TSG101 blk – blocks PTAP/TSG101 interaction to inhibit HIV-1 budding | Q99816 | Fluorescence polarization, FITC-PTAP peptide / Tsg101 binding | Potency, µM (titrated, usually from 115 µM), without a hit: at the highest dose activity change, negative = inhibition, actives largely listed as inhibitors | 340,000 tested, under 10 active | AID 493005; active = well fitted inhibition curve with a large enough effect in the main read-out, with a control signal flat, not every such curve was filed as active; inconclusive = small, poorly fitted or top-dose-only effect, or effect the other way, or a change in a side signal; inactive = no such curve, though single readings can be large or run the other way; note: potency is the fitted concentration of half-maximal effect; % of control where 0% means no effect
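Compounds were pin-transferred onto Tsg101 binding domain (10 uM final) in HEPES pH 7.5 buffer, then FITC-PTAP peptide was added at 50 nM final. After 20 min at RT, polarization reported peptide displacement across a qHTS concentration series.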
BRCA1 expr act – BRCA1 expression activation; 1.1% of 380,000 active; Potency, µM (series often up to 46.1 µM), without a hit: top-dose activation, usual class: activators; MCF7-BRCA1-FFLuc reporter, luminescence, 48 h; response scale: scaled: vehicle 0%, 10 µM genistein 100%; note: potency is the fitted concentration of half-maximal effect; nearly all actives have a fitted effect of over 80% in size; some results filed as inactive show a strong effect at the top dose
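Reporter cells (MCF7, BRCA1 promoter-firefly luciferase) received library compounds across a concentration series for 48 h. End-point luminescence was measured and concentration-effect curves derived after normalization.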
USP2a block – inhibitors of human ubiquitin-specific protease USP2a | O75604 | USP2 core, Ub-CHOP2 coupled fluorogenic reporter, 485/531 | Potency, µM (series often up to 38.3 µM), for the others: at the top dose activity change, negative = inhibition, actives largely listed as inhibitors | 0.01% of 330,000 active | AID 463254;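 note: potency is the fitted concentration of half-maximal effect; plate controls were DMSO wells for no effect and full inhibition by NEM control for full effect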
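USP2 core (10nM final) preincubated 30min RT with compound in 20mM Tris-HCl pH 8.0, 2mM CaCl2, 2mM beta-mercaptoethanol, 0.05% CHAPS; 25nM Ub-CHOP2 plus 25nM reporter substrate added, fluorescence (Ex485/Em531) read after 60min.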
Eya2 phos inh – inhibitors of human Eya2 phosphatase activity. O00167. recombinant Eya2, OMFP fluorescence dephosphorylation (OMFP is methylfluorescein phosphate). Potency, µM (titrated, usually from 76.9 µM), for inactives: at the highest dose activity, negative = inhibition, hits mostly inhibitors. 0.006% of 330,000 active. AID 488837; note: potency is the fitted concentration of half-maximal effect; % is set by controls: 0 for no effect and ±100 for the full control effect
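Eya2 protein (added as 0.2 uM solution) was preincubated with compound for 10 min at ambient temperature in 50 mM HEPES pH 7.5, 50 mM NaCl, 5 uM MgCl2, 0.05% BSA, 1 mM DTT. OMFP (added at 50 uM) then reacted 10 min; fluorescence read at 485/525 nm.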
uPA surface inh – inhibitors of cell surface uPA generation; cell surface uPA generation assay, qHTS; Potency, µM (doses to about 38.3 µM), without a hit: top-dose activity change, negative = inhibition, actives largely listed as inhibitors; 0.31% of 330,000 active; active = well fitted inhibition curve with a large enough effect; inconclusive = small, poorly fitted or top-dose-only effect; inactive = no such curve, though single readings can be large or run the other way; tested in mouse RAW 264.7 cells; note: potency is the fitted concentration of half-maximal effect; % is set by controls: 0 for no effect and ±100 for the full control effect; nearly all actives have a fitted effect of over 55% in size
ASM inhibitor – blocks human secretory acid sphingomyelinase. P17405. placental ASM, HMU-PC fluorogenic substrate, 60 min. Potency, µM (titrated, usually from 57.5 µM), inactives show top-dose activity change, negative = inhibition, usual class: inhibitors. 0.006% of 340,000 active. AID 504937; note: potency is the fitted concentration of half-maximal effect
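Fluorogenic HMU-PC substrate (9 uM final) is turned over by placental ASM in 60 min at 37 C after a 10 min compound preincubation. Reaction ended by alkaline stop (pH 10), with fluorescence read at 386/447 nm.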
B2AR arrestin – agonists driving beta-arrestin recruitment to human beta2-adrenergic receptor; Potency, µM (top dose mostly 46.1 µM), for inactives: at the highest dose activation, actives largely listed as activators; P07550; 0.02% of 330,000 active; beta-arrestin recruitment to beta2AR, cell-based reporter;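 note: potency is the fitted concentration of half-maximal effect; 0% = DMSO controls and full agonism = EC100 isoproterenol or metaproterenol; nearly all actives have a fitted effect of over 65% in size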
ELG1 genotoxic – induces genotoxicity in HEK293T cells with luciferase-tagged ELG1; Potency, µM (top dose mostly 46 µM), for inactives: at the top dose activity change, positive = activation, usual class: activators; HEK293T ELG1-luciferase reporter, luminescence, 16 h; 1.3% of 330,000 active; note: potency is the fitted concentration of half-maximal effect; % of control where 0% means no effect; nearly all actives have a fitted effect of over 60% in size
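ELG1-luciferase HEK293T cells, 2,000/well; compound pinned in; 16 hr, 37 °C, 5% CO2; ONE-Glo, 30 min RT; luminescence on CCD imager.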
An asterisk follows results filed as active; ? = inconclusive; . = not tested or not shown; [ ] = dose if it differs, or a comment. Unless noted, calls come from the whole dose curve; as a rule, active = well fitted curve in the direction sought with a large enough effect; inconclusive = small, poorly fitted or top-dose-only effect, or another doubt; inactive = no such curve, though single readings can be large; an effect the other way counts as inactive or inconclusive. Compounds as they come. About 2.6% of those tested had a hit in this group.

SMILES	Integrin act MD	TRPV1 agonist	p53 reactivator	PTAP TSG101 blk	BRCA1 expr act	USP2a block	Eya2 phos inh	uPA surface inh	ASM inhibitor	B2AR arrestin	ELG1 genotoxic
O=C(CN1C(=O)C(=O)N(CCC2=CCCCC2)C1=O)c1c[nH]c2ccccc12	-15%	.	8%	-5%	-69%	2%	-6%	9%	-20%	-0.1%	-1%
Cc1ccc(S(=O)(=O)N(C)c2c(C)ccc(S(=O)(=O)N3CCN(C=O)CC3)c2C)cc1	-10%	-6	-2%	0%	-14%	3%	2%	1%	0%	-1.2%	-2%
CC(C)C(c1nnnn1Cc1ccc(F)cc1)N1CCC(C(N)=O)CC1 (stereo unspecified)	3%	3	-4%	-4%	38%	-2%	-8%	-3%	2%	-0.4%	1%
CCCC(=O)Oc1ccc(-c2nccc(C(OC)OC)n2)cc1	-1%	8	3%	-3%	26%	7%	-8%	1%	-2%	0.1%	12%
CCOc1ccc(CCNS(=O)(=O)c2ccc(-c3ccc(=O)[nH]n3)o2)cc1OCC	-6%	0	2%	-7%	-1%	0%	2%	4%	-1%	-0.6%	1%
CCOc1ccccc1N1CC(C(=O)Nc2ccc(C(=O)O)cc2)CC1=O (stereo unspecified)	-10%	-1	2%	-1%	-5%	-1%	-14%	2%	4%	-0.5%	3%
COC(=O)c1cc(S(=O)(=O)NCC2CCN(Cc3ccc(Cl)cc3)CC2)cn1C	?	2	12%	-6%	-17%	-1%	15%	3%	0%	0.5%	-6%
Cc1cccc(NC(=O)c2ccc(S(=O)(=O)N3CCCC3)cc2)c1C	-5%	?	3%	-1%	-4%	2%	-8%	-1%	0%	0.0%	-6%
CC(C)C(NS(=O)(=O)c1cccs1)C(=O)NCc1ccc2c(c1)OCO2 (stereo unspecified)	-22%	-7	0%	-4%	-10%	0%	2%	21%	4%	-0.3%	4%
Cc1ccc(C2=NNC(c3cccc(F)c3)S2)cc1 (stereo unspecified)	11%	21	35%	-1%	?	5%	5%	?	4%	-0.2%	-23%
O=C(Cn1c(=O)c2cccn2c2ccccc21)Nc1ccc(F)cc1F	-7%	-1	8%	0%	-19%	1%	4%	11%	-1%	0.5%	6%
Cc1ccccc1-c1cc(C(=O)NCc2ccco2)nn1CC1CC(c2cccc([N+](=O)[O-])c2)=NO1 (stereo unspecified)	-4%	.	2%	0%	-27%	5%	8%	10%	2%	-0.3%	-5%
COC(=O)c1cc(=O)n(CCc2ccc(OC)cc2)c(=Nc2ccc(F)c(Cl)c2)s1	-65%[inhibitor]	0	0%	-5%	-83%	-5%	-10%	?	-7%	0.8%	-10%
O=C(COc1ccc(Cl)cc1)NNC(=O)C(=O)NC1CCCCC1	15%	12	2%	-1%	-11%	2%	4%	-12%	-1%	0.3%	-11%
O=C(NCc1ccccc1Cl)C(=O)NCC(c1ccco1)N1CCOCC1 (stereo unspecified)	6%	1	1%	-11%	0%	0%	-3%	-1%	3%	-0.2%	3%
CCOC(=O)C(C)Oc1cccc2c(=O)n(CC(=O)NCc3ccccc3)ccc12 (stereo unspecified)	-15%	12	4%	-1%	-58%	9%	15%	-4%	1%	-0.5%	13%
OCCC1CN(Cc2ccc(Oc3ncccn3)cc2)CCN1CCc1ccccc1 (stereo unspecified)	-1%	0	13%	0%	4%	-2%	8%	9%	4%	-0.7%	7%
Cc1ccccc1CSCC(=O)N/N=C/c1cccs1	-1%	12	0%	-5%	-26%	-2%	-11%	-1%	-2%	-0.3%	-1%
O=C(O)c1ccc2c(c1)C(=O)N(c1ccc(Nc3ccccc3)cc1)C2=O	25%	-6	-4%	-10%	-13%	0%	8%	1%	-26%	0.0%	-3%
COc1ccc(C)cc1NC(=O)CNCc1cccs1	?	8	.	-1%	0%	2%	?	0%	3%	-0.8%	-1%

8 entries from above, in CSV form:
Structure,Integrin act MD,TRPV1 agonist,p53 reactivator,PTAP TSG101 blk,BRCA1 expr act,USP2a block,Eya2 phos inh,uPA surface inh,ASM inhibitor,B2AR arrestin,ELG1 genotoxic
CC(C)C(NS(=O)(=O)c1cccs1)C(=O)NCc1ccc2c(c1)OCO2 (stereo unspecified),-22%,-7,0%,-4%,-10%,0%,2%,21%,4%,-0.3%,4%
Cc1ccc(C2=NNC(c3cccc(F)c3)S2)cc1 (stereo unspecified),11%,21,35%,-1%,?,5%,5%,?,4%,-0.2%,-23%
O=C(Cn1c(=O)c2cccn2c2ccccc21)Nc1ccc(F)cc1F,-7%,-1,8%,0%,-19%,1%,4%,11%,-1%,0.5%,6%
Cc1ccccc1-c1cc(C(=O)NCc2ccco2)nn1CC1CC(c2cccc([N+](=O)[O-])c2)=NO1 (stereo unspecified),-4%,.,2%,0%,-27%,5%,8%,10%,2%,-0.3%,-5%
COC(=O)c1cc(=O)n(CCc2ccc(OC)cc2)c(=Nc2ccc(F)c(Cl)c2)s1,-65%[inhibitor],0,0%,-5%,-83%,-5%,-10%,?,-7%,0.8%,-10%
O=C(COc1ccc(Cl)cc1)NNC(=O)C(=O)NC1CCCCC1,15%,12,2%,-1%,-11%,2%,4%,-12%,-1%,0.3%,-11%
O=C(NCc1ccccc1Cl)C(=O)NCC(c1ccco1)N1CCOCC1 (stereo unspecified),6%,1,1%,-11%,0%,0%,-3%,-1%,3%,-0.2%,3%
CCOC(=O)C(C)Oc1cccc2c(=O)n(CC(=O)NCc3ccccc3)ccc12 (stereo unspecified),-15%,12,4%,-1%,-58%,9%,15%,-4%,1%,-0.5%,13%

From PubChem BioAssay
